Bcl-B Bim block: inhibitors of Bim-Bcl-B binding, primary screen, biochemical, multiplexed, human Bcl-2 family; inhibition, % at 10 µM; bead-based flow cytometry, Bim peptide-Bcl-B binding; Bcl-2-like protein 10 (Homo sapiens), Q9HD36; 190,000 tested, 0.073% active; AID 951, 2007;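 further: 0% = tracer peptide without compound and 100% = reference inhibitor peptide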
Target sequence (Q9HD36 whole entry, looked up): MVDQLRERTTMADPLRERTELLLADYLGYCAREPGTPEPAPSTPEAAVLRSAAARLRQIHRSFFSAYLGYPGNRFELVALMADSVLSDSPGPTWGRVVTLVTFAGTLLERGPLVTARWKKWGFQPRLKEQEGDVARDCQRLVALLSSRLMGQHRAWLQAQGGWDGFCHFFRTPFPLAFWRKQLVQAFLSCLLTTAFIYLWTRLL
RGS7-Gao reg: RGS7-Galphao binding modulators, primary screen, biochemical, multiplexed bead flow cytometry. Guanine nucleotide-binding protein G(o) subunit alpha (Homo sapiens), P09471. actives lie on both sides. binding response (% of control), % at 10 µM. 220,000 tested, 0.35% active. AID 1439, 2008; in the data active means binding response below about 49% or above about 150%; inconclusive means no clear call, values can overlap the other calls; inactive means in between;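 further: fluorescent Galphao held in activated GDP-AlF4 state binding bead-coupled RGS7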
Target sequence (P09471 whole entry, looked up): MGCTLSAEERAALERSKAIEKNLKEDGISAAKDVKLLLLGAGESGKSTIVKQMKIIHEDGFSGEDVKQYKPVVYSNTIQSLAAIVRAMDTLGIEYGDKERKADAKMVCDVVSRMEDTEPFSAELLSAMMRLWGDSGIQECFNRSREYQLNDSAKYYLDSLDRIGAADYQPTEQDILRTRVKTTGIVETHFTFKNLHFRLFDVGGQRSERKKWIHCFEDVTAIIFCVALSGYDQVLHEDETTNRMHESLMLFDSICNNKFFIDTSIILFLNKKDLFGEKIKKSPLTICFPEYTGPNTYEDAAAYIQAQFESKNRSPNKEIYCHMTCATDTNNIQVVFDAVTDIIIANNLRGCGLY
Bcl-2 Bim block: inhibitors of Bim-Bcl-2 binding, primary screen, biochemical, multiplexed, human Bcl-2 family; Bead-based flow cytometry, Bim peptide-Bcl-2 binding; AID 950, 2007; Apoptosis regulator Bcl-2 (Homo sapiens), P10415; 190,000 tested, 0.06% active; inhibition, % at 10 µM; in the data active means inhibition above about 40%; inconclusive means no clear call, values can overlap the other calls;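 further: 0% = no compound wells with probe peptide and 100% = reference peptide inhibitor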
Target sequence (P10415 whole entry, looked up): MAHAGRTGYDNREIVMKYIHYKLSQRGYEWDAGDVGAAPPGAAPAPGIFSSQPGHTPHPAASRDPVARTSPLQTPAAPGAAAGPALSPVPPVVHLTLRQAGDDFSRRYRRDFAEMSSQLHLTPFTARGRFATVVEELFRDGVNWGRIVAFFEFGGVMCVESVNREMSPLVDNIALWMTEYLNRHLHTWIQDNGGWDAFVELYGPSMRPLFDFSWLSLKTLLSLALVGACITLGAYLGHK
ABCB1 inh: ABCB1 efflux pump inhibitors, primary screen, cell-based, multiplex, flow cytometry, ABCG2 counter-screen | inhibition, % at 6.6 µM | 190,000 tested, 0.067% active | ATP-dependent translocase ABCB1 (Homo sapiens), P08183 | CCRF-Adr cells, JC-1 efflux | AID 1326, 2008; in the data active means inhibition above about 40%;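 further: 0% = vehicle and 100% = reference inhibitor; higher value means more JC-1 retained so stronger ABCB1 efflux block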
Bfl-1 Bim block: inhibitors of Bim binding to Bfl-1, primary screen, biochemical, multiplexed, bead-based flow cytometry | 190,000 tested, 0.12% active | Bcl-2-related protein A1 (Homo sapiens), Q16548 | Bim-Bfl-1 binding inhibition | inhibition, % at 10 µM | AID 1008, 2008;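 further: 0% = wells without compound plus tracer and 100% = blocker peptide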
GSH fluor: compound fluorescence on glutathione beads, profiling panel, artefact control, biophysical, 488/530 nm, flow cytometry; 190,000 tested, 0.25% active; fluorescence (KMESF) at 10 µM; GSH beads flow cytometry, compound fluorescence 488/530 nm; stronger effect = higher value; in the data active means fluorescence above about 89;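 further: glutathione beads carrying GST-tagged Bcl family fusion proteins plus one bare bead set; values are compound well signal with DMSO vehicle wells as background; inactives centre near 16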
Bim-Bcl-XL: inhibitors of Bim-Bcl-XL binding, primary screen, biochemical, multiplexed, bead flow cytometry, human Bcl-XL; Bcl-2-like protein 1 (Homo sapiens), Q07817; inhibition, % at 10 µM; Bim peptide-Bcl-XL binding, fluorescence; 190,000 tested, 0.04% active
ABCG2 inh: ABCG2 efflux pump inhibitors, primary screen, multiplex with ABCB1, IgMXP3 cells, flow cytometry; Broad substrate specificity ATP-binding cassette transporter ABCG2 (Homo sapiens), Q9UNQ0; JC-1 efflux; inhibition, % at 6.6 µM; 190,000 tested, 0.1% active; AID 1325, 2008;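 active means inhibition above 80%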;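 further: 0% = DMSO and 100% = nicardipine control wells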
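test system = two drug-resistant human cell lines, ABCG2 and ABCB1 | amount = 3 million cells/mL final, two lines in 1:1 ratio | reagent = JC-1 transporter substrate | doses = one concentration, 6.6 µM final | incubation = 10 min at 25 °C | signal = flow cytometric JC-1 green MFI at 530 nm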
RGS4-Gao reg: modulators of RGS4 binding to Galphao, primary screen, biochemical, multiplexed bead flow cytometry. Guanine nucleotide-binding protein G(o) subunit alpha (Homo sapiens), P09471. actives lie on both sides. binding response (% of control), % at 10 µM. 220,000 tested, 0.33% active. AID 1415, 2008; in the data active means binding response below about 49% or above about 150%; inactive means in between;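 further: fluorescent Galphao activated with aluminum fluoride binding bead-coupled RGS4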
Avidin bead fluor: green autofluorescence of compounds with avidin beads – biophysical, 488/530 nm, flow cytometry, artefact control, profiling panel | fluorescence (KMESF) at 10 µM | 220,000 tested, 0.38% active | compound fluorescence 488/530 nm; stronger effect = higher value | AID 1775, 2009; in the data active means fluorescence above about 47; further: inactives centre near 10
Bcl-W Bim block: inhibitors of Bim binding to Bcl-W, primary screen, biochemical, multiplexed, bead-based flow cytometry; Bim peptide-Bcl-W binding; 190,000 tested, 0.02% active; inhibition, % at 10 µM;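 further: 0% = bound tracer without compound and 100% = peptide blocker; higher means less fluorescent Bim peptide bound to Bcl-W beads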
Target sequence (Q92843 whole entry, looked up): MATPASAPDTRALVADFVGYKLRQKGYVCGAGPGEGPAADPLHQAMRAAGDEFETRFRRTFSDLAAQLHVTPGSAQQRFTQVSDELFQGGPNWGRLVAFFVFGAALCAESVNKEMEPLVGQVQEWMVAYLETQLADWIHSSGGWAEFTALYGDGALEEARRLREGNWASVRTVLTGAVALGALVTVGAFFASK
* = called active by the depositor; ? = inconclusive. Unless noted, no stated cut-off is given here; in the data, active means inhibition above about 40%. Hits appear at their usual frequency, and some 1.3% of all compounds hit somewhere here.

compound,Bcl-B Bim block,RGS7-Gao reg,Bcl-2 Bim block,ABCB1 inh,Bfl-1 Bim block,GSH fluor,Bim-Bcl-XL,ABCG2 inh,RGS4-Gao reg,Avidin bead fluor,Bcl-W Bim block
CC(=O)N1CCN(Cc2cc(=O)n3cc(Cl)c(C)c(Cl)c3n2)CC1,-33,98,-17,-0.7,-11,48,-19,0,101,6,3
CCOc1ccccc1C(=O)Nc1cc(OC)ccc1OC,-8,96,-9,2.9,-6,25,-9,100*,97,25,-3
COC(=O)c1cccc(Cn2cc([N+](=O)[O-])cn2)c1,-2,99,-2,1.2,-3,24,-2,10,101,11,0
COc1cc(/C=C/C(=O)c2ccc(NS(=O)(=O)c3ccc(C)cc3)cc2)ccc1OC(F)F,-6,98,-6,-0.4,0,6,-8,-1,101,2,0
COC(=O)c1cc(NC(=O)Nc2ccccc2)ccc1Cl,-2,103,-8,-0.5,-2,4,-6,-1,102,14,-3
O=C(OCCN=C1NS(=O)(=O)c2ccccc21)c1ccncc1,-8,99,-11,0.2,-10,17,-6,1,101,7,-1
Cc1cc(C(F)(F)F)n(-c2nc(C(=O)N/N=C/c3ccc(F)cc3)cs2)n1,-4,100,-3,0.3,-9,12,-1,4,96,21,0
COc1ccccc1NC(=O)C1=C(C)Nc2nc(-c3ccccc3)nn2C1c1ccccn1 (stereo unspecified),-9,101,-15,1.4,-23,24,-11,13,98,27,-2
Cc1ccc(S(=O)(=O)NC(=O)NCc2ccc3c(c2)OCO3)cc1,0,105,-3,0.2,-11,5,-3,0,104,10,1
CN(C(=O)COC(=O)c1cc(NS(=O)(=O)c2cc([N+](=O)[O-])ccc2Cl)ccc1O)C1CCCCC1,2,100,0,-0.1,-1,10,-3,-1,100,7,-1
CCCCNC(=O)Nc1cc(C(=O)OC)ccc1C,-9,100,-10,0.0,-17,24,-9,22,101,18,0
CCNC(=O)CC1C(=O)N(C)C(=S)N1NC(=O)c1ccc(Cl)cc1 (stereo unspecified),-7,103,-3,0.1,-11,5,-2,0,103,14,2
Cc1ccc2[nH]c3c(N4CCCCCC4)ncnc3c2c1,0,96,-2,1.3,2,14,4,8,97,8,9
O=[N+]([O-])c1nn(-c2ccc3c(c2)OCCO3)n(O)c1=NC1CCN(Cc2ccccc2)CC1,-6,95,-3,3.3,-3,11,-3,9,97,12,-2
CC(=O)OCC(=O)c1c[nH]c2ccccc12,-1,99,0,0.1,0,13,5,1,93,11,3
C/C(=N/NC(=O)CSc1ccccn1)c1ccc([N+](=O)[O-])cc1,-2,102,0,0.4,-1,5,-2,2,102,2,-2
Cn1c(=O)cc(SCC(=O)NCCC2=CCCCC2)c2ccc(Cl)cc21,1,101,4,0.2,5,14,3,3,97,6,1
O=C(COc1ccc(S(=O)(=O)N2CCCCC2)cc1)NCc1ccncc1,-9,103,-9,-1.2,-17,32,-4,2,102,16,0
CCOc1ccc(N2C(=O)/C(=C/c3cccs3)N(C)C2=S)cc1,-5,105,5,-0.3,1,5,-1,-3,100,2,0
COc1cccc(CNCC(=O)Nc2ccc(N3CCOCC3)cc2)c1,-4,98,-3,-0.2,-5,9,0,7,101,9,-1
CCOC(=O)c1ccc(N(CC(=O)NC2CCCC2)C(=O)CNC(=O)c2ccco2)cc1,-9,102,-10,0.7,-15,28,-12,3,100,12,-1
CCSc1nnc(NC(=O)c2nn(C(C)C)c(=O)c3ccccc23)s1,0,100,-1,1.2,-3,23,0,5,102,11,-1
Cc1noc(C)c1S(=O)(=O)Nc1ccc(C(=O)N2CCCCC2)cc1,-6,104,-7,0.6,-13,58,-14,1,98,7,0
CCNC(=O)NC(=O)C(C)OC(=O)c1cccn1C (stereo unspecified),-3,?,2,2.5,-3,13,0,6,96,12,0
Cc1ccccc1Nc1nc(N)nc(COC(=O)c2cccc(S(=O)(=O)N(C)C)c2)n1,-4,107,1,1.4,-1,7,-4,8,104,11,0
CCO[C@H]1OC(C(=O)O)=C[C@@H](c2csc3ccccc23)[C@@H]1CCCO,-3,88,0,0.2,-5,18,-3,1,90,5,0
Cc1ccc(NC(=O)Cc2ccc(F)cc2)cc1,-5,100,-10,0.2,-11,54,3,2,102,10,0
Cc1ccc(N=C2c3ccccc3C(=O)C2[N+](=O)[O-])cc1C (stereo unspecified),-6,80,0,2.0,-5,15,-5,4,67,8,-2
Cc1ccc(C(=O)CSc2nc(C(C)C)nc3ccccc23)cc1,-5,104,-2,0.4,-8,11,-2,2,101,12,-6
CCOC(=O)c1sc(N(Cc2ccccc2)C(=O)COC(=O)c2cnccn2)nc1C,-3,?,-3,3.4,-4,16,-3,5,100,10,-2
O=C(NCCN1CCOCC1)c1cc(=O)[nH]c2ccc(Br)cc12,0,97,0,-0.4,-4,31,0,0,98,9,1
Cc1ccccc1NC(=O)COc1nsnc1N1CCOCC1,-5,105,-7,0.4,-15,5,-2,4,105,8,0
COc1ccccc1N1CCN(CCCNC(=O)Nc2ccccc2C)CC1,-10,99,-11,1.8,-20,27,-10,7,98,17,-2
Cc1ccc(N=C2NC(=O)C(CC(=O)O)S2)cc1 (stereo unspecified),-9,100,-14,1.0,-21,24,-8,7,102,30,0
Cc1ccccc1OCc1nnc(SCC(=O)Nc2ccc3c(c2)oc2ccccc23)n1C,-7,100,-3,-0.3,-12,21,-7,-1,100,5,-2
O=c1c2ccccc2nc(N/N=C/c2ccccc2)n1O,-1,99,0,0.5,0,25,1,1,103,37,-3
O=C(c1ccccn1)N1N=C2/C(=C/c3ccccc3)CCCC2C1c1ccccc1 (stereo unspecified),5,104,14,0.0,9,8,12,-1,100,7,8
COC(=O)c1ccccc1Oc1ccc(NC(=O)CCCl)cc1,-6,99,-4,-0.3,-5,26,0,0,102,10,1
C=C(c1ccc(OC)cc1)c1ccc(OC)cc1,0,104,-2,0.3,-5,7,0,1,104,10,2
CCSc1nnc(NC(=O)c2cccs2)s1,-4,107,1,0.2,-2,10,-4,2,114,17,-2
C/C(=N\Nc1ccc([N+](=O)[O-])cc1)c1ccc(-n2nncc2C)cc1,-2,102,-1,0.1,0,9,-3,23,101,6,0
CCn1c(COc2cccc(C)c2)nc2ccccc21,-11,102,10,0.1,-6,38,-3,0,99,19,-6
CCOC(=O)c1c(C)cc(C)[nH]c1=O,-3,95,-6,-0.2,-7,9,0,-1,98,7,-1
CCOC(=O)Cc1nnc(NC(=O)COc2ccc(OC)cc2)s1,-1,101,0,0.3,-11,22,-1,3,102,42,7
Cc1[nH]c2ccccc2c1C(c1ccccn1)N1CCC(C(N)=O)CC1 (stereo unspecified),-3,100,-8,0.8,-5,23,-3,3,99,7,0
CCOCCCN(Cc1cc2cc(C)cc(C)c2[nH]c1=O)C(=O)N(CC)CC,-8,103,-15,4.5,-21,33,-10,19,105,12,-3
CCOC(=O)C1=C(CN2CCC(C)CC2)NC(=O)NC1c1ccc(Cl)cc1 (stereo unspecified),-10,98,-18,0.7,-15,8,-7,2,97,10,0
Cc1ccc(S(=O)(=O)N(C)c2ccc(OCC(=O)NC3=NCCS3)cc2)cc1,0,?,-3,0.4,-4,13,0,3,98,19,3
CN(C)c1ccc(C(=O)/C=C/c2ccccc2)cc1,-7,101,0,-1.9,-4,15,-2,2,100,11,-2
COc1cc(-c2nnco2)cc(OC)c1OC,0,97,1,0.3,-2,19,1,2,99,16,2
CCn1c(SCC(N)=O)nnc1-c1ccc(S(=O)(=O)N2CCN(C)CC2)cc1,-9,100,-12,0.0,-19,33,-8,7,96,11,-2
COc1ccccc1N1CCN(CC(=O)c2c(C)n(C)c3ccccc23)CC1,0,101,-2,0.9,-5,50,-1,4,96,12,-2
CCOc1ccc2cc(C(=O)c3ccccc3)c(=O)oc2c1,-8,97,-1,0.4,1,6,-2,10,100,14,-2
O=C(NC(=S)NNC(=O)c1cccs1)c1ccc(Br)o1,-23,98,-7,-0.5,-16,35,-13,3,102,16,-4
Cc1ccc(CC(=O)Nc2cccc(C)n2)cc1,-5,98,-2,-0.1,-6,46,-4,1,102,14,3
CCC(=O)NCCN1CCN(C(=O)CC)CC1,-8,94,-12,0.3,-18,37,-10,0,97,12,-3

Marked active in ABCG2 inh, of those listed so far:
smiles | Bcl-B Bim block | RGS7-Gao reg | Bfl-1 Bim block | GSH fluor | Bim-Bcl-XL | ABCG2 inh | RGS4-Gao reg | Avidin bead fluor | Bcl-W Bim block
CCOc1ccccc1C(=O)Nc1cc(OC)ccc1OC | -8 | 96 | -6 | 25 | -9 | 100* | 97 | 25 | -3

Continued.
compound,Bcl-B Bim block,RGS7-Gao reg,Bcl-2 Bim block,ABCB1 inh,Bfl-1 Bim block,GSH fluor,Bim-Bcl-XL,ABCG2 inh,RGS4-Gao reg,Avidin bead fluor,Bcl-W Bim block
CCOC(=O)c1sc(NC(=O)CSc2nc3c(c(=O)n2-c2ccc(C)cc2)SCC3)c(C(=O)OCC)c1C,-4,100,0,2.1,-1,18,-3,4,100,6,-4
Cc1ccc(C(=O)N2CCCCCC2)cc1Br,-2,103,-5,0.2,-8,7,-2,0,102,9,2
COc1ccccc1N1CCN(S(=O)(=O)c2ccc3c4c(cccc24)C(=O)N3)CC1,-1,114,-5,0.5,0,14,0,1,118,20,1
Clc1ccc(-c2cc(CSc3cccc(Cl)c3)on2)cc1,2,99,-1,0.4,0,15,0,1,98,11,-1
CCN(C(C)=O)N(CC)c1nc(Cl)nc(NC(C)C)n1,-5,94,-7,1.0,-9,11,-7,9,93,14,-3
Cn1c(=O)c2c(nc(N3CCOCC3)n2CCc2ccccc2)n(C)c1=O,0,86,1,1.1,4,10,-2,15,91,7,-3
NC(=O)c1cc(N=Nc2c(N)[nH]n(-c3c(Cl)cc(Cl)cc3Cl)c2=O)ccc1Cl,0,97,1,-0.2,-3,18,0,0,99,10,3
O=C(CSc1nc2ccccc2o1)NCc1ccco1,-4,97,-4,0.2,-3,23,0,3,98,12,0
CC(C)(C)c1cc(C(C)(C)C)cc(S(=O)(=O)CCc2ccccn2)c1,-10,100,-9,1.3,-14,30,-8,14,100,11,-4

High-throughput results deposited in PubChem BioAssay by NMMLSC.
